# FadD28 FP inh – inhibitors of Mycobacterium tuberculosis FadD28 bisubstrate binding; 360,000 compounds, 0.22% hits; inhibition, % at 12.5 µM; FadD28 bisubstrate probe binding, fluorescence polarization; in the data active = inhibition above about 8.5%, passing the limit was not always enough; inconclusive = no clear call, values can overlap the other calls
# PrPC TRFRET – inhibitors of human cell surface prion protein PrPC; P04156; TR-FRET read-out; inhibition, % at 13.8 µM; 370,000 compounds, 0.43% hits; in the data active = inhibition above about 24%; note: 0% = median of the test wells and 100% = reference compound wells
# Anthrax LF inh2 – inhibitors of Bacillus anthracis lethal factor protease | P15917 | multiplex microsphere protease cleavage assay, LF | inhibition, % at 10 µM | 360,000 compounds, 0.12% hits | AID 588501; note: plate controls were buffer without enzyme for full effect and enzyme alone for no effect
# Target sequence (P15917 whole entry, looked up): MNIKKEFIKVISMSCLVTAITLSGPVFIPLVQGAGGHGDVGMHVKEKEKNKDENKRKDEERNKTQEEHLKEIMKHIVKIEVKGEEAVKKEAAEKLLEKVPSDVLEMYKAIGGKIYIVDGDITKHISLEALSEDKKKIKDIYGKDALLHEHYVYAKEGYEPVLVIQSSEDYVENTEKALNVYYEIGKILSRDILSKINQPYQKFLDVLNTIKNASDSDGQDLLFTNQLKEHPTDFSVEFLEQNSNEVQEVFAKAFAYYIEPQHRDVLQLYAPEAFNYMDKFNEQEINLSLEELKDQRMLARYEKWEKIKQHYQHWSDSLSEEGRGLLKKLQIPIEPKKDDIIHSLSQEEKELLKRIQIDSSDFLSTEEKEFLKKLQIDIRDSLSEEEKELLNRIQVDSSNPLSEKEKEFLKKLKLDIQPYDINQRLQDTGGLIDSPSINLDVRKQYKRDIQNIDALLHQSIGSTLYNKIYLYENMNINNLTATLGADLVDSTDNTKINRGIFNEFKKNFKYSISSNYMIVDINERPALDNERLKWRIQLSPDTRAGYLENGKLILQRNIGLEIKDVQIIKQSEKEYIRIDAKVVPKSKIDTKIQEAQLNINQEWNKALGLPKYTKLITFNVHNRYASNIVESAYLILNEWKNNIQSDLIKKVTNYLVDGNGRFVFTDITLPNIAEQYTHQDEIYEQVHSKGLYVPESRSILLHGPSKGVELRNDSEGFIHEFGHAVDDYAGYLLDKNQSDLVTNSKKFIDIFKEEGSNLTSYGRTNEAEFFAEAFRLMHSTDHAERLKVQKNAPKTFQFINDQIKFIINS
# Yp Topo-I inh – blocks Yersinia pestis topoisomerase I activity. AID 504884. Y. pestis Topo-I cleavage product accumulation, plate reader. activity, % at 10 µM. 360,000 compounds, 0.064% hits; in the data active = activity above about 50%, passing the limit was not always enough; inconclusive = no clear call, values can overlap the other calls; note: inactives centre near 2
# TcdB inh – inhibitors of Clostridioides difficile toxin B glycohydrolase; P18177; TcdB glycohydrolase enzymatic assay, plate reader; inhibition, % at 9.99 µM; 350,000 compounds, 0.24% hits; AID 652162; in the data active = inhibition above about 10%
# PfHsp40 yeast – rescue of PfHsp40-mediated yeast toxicity | S. cerevisiae expressing PfHsp40, growth rescue, ATP luminescence | growth rescue, % at 12.5 µM | 340,000 compounds, 0.68% hits; in the data active = growth rescue above about 28%, passing the limit was not always enough; inconclusive = no clear call, values can overlap the other calls;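 note: yeast W303a lacking pdr1 and pdr3 grown in galactose medium; growth measured after three days at 30 °C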
# CCHF vOTU inh – CCHFV vOTU protease inhibition. Pep-AMC fluorescence. inhibition, % at 11.5 µM. 370,000 compounds, 0.55% hits; in the data active = inhibition above about 30%; note: 0% = vehicle wells with enzyme and 100% = no enzyme wells
# BoNT F protease – blocks Botulinum neurotoxin F light chain protease; inhibition, % at 10 µM; Multiplex microsphere protease cleavage assay, flow cytometry; AID 588497; 360,000 compounds, 0.22% hits; in the data active = inhibition above about 35%, passing the limit was not always enough; inconclusive = no clear call, values can overlap the other calls; note: plate controls were buffer without enzyme for full effect and enzyme alone for no effect
# BoNT A protease – inhibitors of Botulinum neurotoxin A light chain protease; multiplex microsphere protease substrate cleavage, flow cytometry; inhibition, % at 10 µM; 360,000 compounds, 0.17% hits; AID 588499; note: plate controls were buffer without enzyme for full effect and enzyme alone for no effect
# An asterisk follows results filed as active; ? = inconclusive; nt = no result given; & = joins results of further samples. Cut-off read from the data, not from the text of the source, unless noted: active = inhibition above about 30%; inconclusive = no clear call, values can overlap the other calls; inactive = below that.
Compound	FadD28 FP inh	PrPC TRFRET	Anthrax LF inh2	Yp Topo-I inh	TcdB inh	PfHsp40 yeast	CCHF vOTU inh	BoNT F protease	BoNT A protease
CCCCc1ccc(NC(=O)CSc2nc3ncccc3[nH]2)cc1	-0.1	7	nt	23	2.1	-0.9	16	nt	nt
C=CCNC(=S)Nc1sc2c(c1C#N)CCCC2	-0.1	-4	-7	0	0.1	0.7	-2	-4	-0.8
CCN(CC(=O)Nc1ccc(NC(C)=O)cc1)C(=O)CCN1C(=O)c2cccc([N+](=O)[O-])c2C1=O	1.1	-6	2	7	0.7	-3.3	2	8	0.7
Nc1nc(C23CC4CC(CC(C4)C2)C3)[nH]c(=O)n1	-4.0	-2	-10	4	1.1	-1.6	-3	?	1.5
O=[n+]1c2c(n([O-])c3cc(Cl)ccc31)CCCC2	-0.3	-18	1	-2	nt	0.7	0	-8	0.1
O=C(NCc1ccc(F)cc1)c1cc(C2CCCCN2C(=O)OCCF)on1 (stereo not given)	-4.2	6	-3	2	0.0	nt	3	7	-0.2
CCN(c1ccccc1)S(=O)(=O)c1cc(C(=O)NCc2ccco2)ccc1C	0.7	-1	1	-2	0.9	-1.3	22	1	-0.2
Cc1cccc(C)c1OCc1cc(C(=O)NC2CCC(O)CC2)no1 (stereo not given)	-0.2	-2	-1	9	1.5	2.7	-2	3	3.0
O=C(N/N=C/c1ccc[nH]1)c1ccc(COc2cccc3cccnc23)cc1	-5.3	14	-2	2	4.5	6.0	18	-2	-0.3
Cc1ccc2[nH]c(C)c(/C=N/Nc3nc4ccccc4s3)c2c1	3.7	8	-2	-44	nt	2.5	9	-25	-1.0
CC(O)CSc1nc2c(c(=O)[nH]c(=O)n2C)n1CC(O)COc1ccccc1 (stereo not given)	-4.6	-5	0	6	0.0	-0.6	-13	1	-0.2
O=C1CC(c2cccs2)Sc2nc3ccccc3n21 (stereo not given)	-1.9	11	-1	2	nt	-1.4	6	-10	-0.2
CCNS(=O)(=O)c1ccc(CCC(=O)N2CCN(c3ccccc3F)CC2)cc1	-3.8	2	18	12	1.4	3.7	9	6	-0.3
Cn1ccnc1C(=O)c1cc(SCC(=O)NC2CC2)nc2ccccc12	-2.8	-3	-8	-8	-0.3	-0.5	7	-12	0.4
OC1CCC(Nc2ccn3nc(-c4cccc(OCc5ccccc5)c4)cc3n2)CC1 (stereo not given)	-6.5	14	-5	4	0.7	nt	-22	0	-0.1

# (list continues)
Compound	FadD28 FP inh	PrPC TRFRET	Anthrax LF inh2	Yp Topo-I inh	TcdB inh	PfHsp40 yeast	CCHF vOTU inh	BoNT F protease	BoNT A protease
COC(=O)c1nn(-c2ccccc2)c(=O)cc1Sc1ccc(Cl)cc1	-0.6	0	-5	6	1.3	-1.1	-8	-5	0.2
O=C(CSc1nc2[nH]ncc2c(=O)[nH]1)NCc1ccccc1	-0.6	3	2	-9	-2.4	0.3	5	2	-0.8
COc1ccc(CN2Cc3cccc4c3[C@@H](CC2=O)[C@H](O)[C@H](O)C4)cc1	-2.1	5	-8	-3	1.5	-1.0	11	0	-0.4
C/C(=N\NC(=O)c1cccs1)c1ccc(C(=O)O)s1	-1.6	-1	-6	4	-0.9	-0.6	13	-10	-3.9
Cc1c(NP(=S)(C(C)(C)C)C(C)(C)C)c(=O)n(-c2ccccc2)n1C	-4.9	6	0	-13	0.5	-0.6	10	5	0.1
CNC(=S)N/N=C/c1c(C(=O)OC)cnn1-c1ccc(F)cc1F	-2.7	-2	-1	-2	12*	-0.6	4	?	4.0
O=C(CCn1c(=O)[nH]c2ccccc2c1=O)NCCCN1CCN(c2cccc(Cl)c2)CC1	-2.5	nt	2	1	nt	0.7	nt	-5	-0.1
O=C(NS(=O)(=O)N1CCCC1)C1=C(N2CCCC2)COC1=O	0.6	10	-4	3	-3.4	0.5	0	-2	0.1
COC(=O)c1c[nH]n2c(=O)cc(C)nc12	0.0	-4	-3	-6	1.0	2.0	-14	-4	-1.0
Brc1ccc(-n2c(SCc3nc4ccccc4[nH]3)nnc2-c2ccncc2)cc1	-1.0	5	1	-4	nt	4.5	5	-13	0.8
O=C1CSC(=S)N1c1ccc(F)c(Cl)c1	-0.1	5	-9	4	-1.6	0.9	-12	-8	-0.7
O=C(NCCN1CCN(Cc2ccccc2)CC1)Nc1cc(Cl)cc(Cl)c1	-3.3	-7	-2	-18	-0.4	6.7	4	?	1.7
COc1ccc(-c2cc3ccccc3oc2=O)cc1NC(=O)c1cccnc1	-0.8	-34	-2	0	nt	1.0	-9	-5	-0.1
COc1ccc(NC(=O)N(C)C[C@H]2Oc3ccc(NC(=O)CCN4CCOCC4)cc3C(=O)N([C@@H](C)CO)C[C@H]2C)cc1	-3.2	10	1	10	0.3&0.3	-0.1	-2	-3	-0.2
Cc1cc(-n2c(C)cc(C(=O)COc3ccccc3[N+](=O)[O-])c2C)no1	-2.0	-2	-1	-2	1.2	0.1	5	-1	0.1

# The list continues.
Compound	FadD28 FP inh	PrPC TRFRET	Anthrax LF inh2	Yp Topo-I inh	TcdB inh	PfHsp40 yeast	CCHF vOTU inh	BoNT F protease	BoNT A protease
COC(CNC(=O)C1CCCCC1C(=O)O)OC (stereo not given)	-4.7	4	-2	0	nt	-0.5	7	-10	-1.0
O=C(NCCN1CCOCC1)c1ccc(Cl)nc1	-0.3	-5	3	5	0.4	0.2	11	0	-1.1
CCn1c(=O)c2cc(C(=O)N(C)c3ccc(OC)cc3OC)sc2c2ccccc21	-21	11	3	-4	1.1	-0.3	3	-6	0.6
COc1ccc2cc(C(=O)C3CCCN(C(=O)Cc4c(C)noc4C)C3)ccc2c1 (stereo not given)	-2.6	6	3	20	0.9	0.8	-144	-1	0.1
CCOC(=O)c1ccc(NC(=O)c2nc[nH]c2C(=O)N[C@H](C)c2ccccc2)cc1	-1.5	4	-4	-2	1.0	1.5	10	-6	-1.1
CCCCN(CC)S(=O)(=O)c1c(C)[nH]c(=O)[nH]c1=O	-3.0	1	4	5	1.2	-0.3	-7	1	0.4
COc1ccc(C(=O)Nc2cccc(S(=O)(=O)N3CCCC3)c2)cc1S(=O)(=O)N1CCOCC1	-5.9	3	-8	26	2.7	-1.0	-1	-2	0.3
Cc1cc(=O)n(CC(C)C)c(O)c1C#N	1.3	-4	0	-5	nt	-1.5	9	-6	-0.5
CC(=O)Nc1nc(=O)c2ccccc2s1	-3.8	-1	-4	1	-1.9	2.3	-6	-3	-1.6
O=c1c2ccccc2ncn1CCCCOc1ccc(Br)cc1	-5.0	-3	-1	35	0.1	-0.5	7	2	-0.1
O=[N+]([O-])c1ncccc1Oc1nc(-c2cccnc2)nc2ccccc12	-2.0	4	-3	7	2.4	-0.5	8	-4	-0.8
Fc1cccc(Cc2c(-c3cccc(Cl)c3)nc3c4ccccc4ccn23)c1	-3.3	6	-6	nt	0.2	nt	-5	-4	0.2
COc1ccc(CNC(=O)CCCn2nc([N+](=O)[O-])cc2C)cc1	-1.5	-8	-4	0	0.9	-0.4	-4	-9	-1.4
Cn1c(SCc2nn[nH]n2)nc2c1c(=O)n(Cc1ccccc1Cl)c(=O)n2C	-1.0	-7	-5	0	nt	-1.1	-11	0	-0.8
CCCCCn1c(=S)[nH]c2cc(C(=O)N3CCN(C(=O)OCC)CC3)ccc2c1=O	-1.9	-5	-2	-2	2.1	0.7	9	7	-0.2

# The list continues.
Compound	FadD28 FP inh	PrPC TRFRET	Anthrax LF inh2	Yp Topo-I inh	TcdB inh	PfHsp40 yeast	CCHF vOTU inh	BoNT F protease	BoNT A protease
NC(=O)CSc1nnc(-c2ccco2)n1-c1ccc(F)cc1	-2.3	1	0	0	0.9	nt	-5	0	0.3
Cc1ccc2c(c1)C(=O)C(=O)N2CC(=O)Nc1ccccc1NC(=O)c1ccccn1	-2.2	-31	3	-13	1.7	-0.2	14	2	0.5
COc1ccc(CSc2nc(CSC)cc(N3CCOCC3)n2)cc1	3.0	-1	2	-2	1.3	18	4	-20	-1.3
CN(Cc1ccccc1)S(=O)(=O)CCNC(=O)c1ccc2c(c1)OCO2	-0.8	-2	-7	29	1.1	0.7	-11	10	2.5
COc1cccc(Oc2nnnn2-c2ccccc2)c1	-3.5	7	-11	4	2.3	0.2	12	-6	-0.8
Brc1ccc(-c2csc(N/N=C/c3cccnc3)n2)cc1	-5.1	-3	-4	5	0.3	7.2	15	-7	-0.4
Cc1cc(C)nc(/N=C(/NC(=O)Nc2ccc(Cl)c(Cl)c2)Nc2cccc(Cl)c2)n1	-0.6	4	-6	5	nt	-0.3	-10	-11	-1.6
S=C(NCC1(c2ccccc2)CCCC1)Nc1ccccc1	-2.0	18	10	13	0.2	0.7	21	-24	-2.1
CCC(Sc1nc2n[nH]c(C)c2c(=N)n1-c1ccc(C)c(Cl)c1)C(=O)N1CCOCC1 (stereo not given)	-6.7	nt	-5	22	nt	0.1	nt	1	-0.4
C#CCNC(=O)C1=C[C@H](c2ccc3c(c2)OCO3)C[C@H](OCc2ccc(CO)cc2)O1	0.4	7	-3	-9	0.3&-0.3	0.8	3	-12	0.4
CCN(CC)C(=O)c1cccc(-c2csc(C(O)c3ccco3)n2)c1 (stereo not given)	-1.3	3	1	2	-11	nt	9	-1	-0.1
CC(=O)Nc1ccc(N2CCN(c3ccc(C(F)(F)F)cn3)CC2)nc1	-1.9	11	-7	-13	2.0	0.7	7	?	?
COc1ccccc1C(=O)NC(=O)COC(=O)c1ccc(C)o1	-3.9	2	-5	7	0.3	0.9	2	?	-2.5
Cc1sc(NC(=O)Cn2c(=O)oc3ccccc32)nc1-c1ccc(Cl)cc1	-0.7	-1	-1	4	-0.6	-0.6	-7	2	-0.1
COCCCn1c(SCC(=O)NCc2ccccc2)nc2ccccc2c1=O	-4.9	2	1	5	-0.4	-0.3	18	0	0.1

# (continued)
Compound	FadD28 FP inh	PrPC TRFRET	Anthrax LF inh2	Yp Topo-I inh	TcdB inh	PfHsp40 yeast	CCHF vOTU inh	BoNT F protease	BoNT A protease
Cc1cc(C)nc(SCc2cn3ccccc3n2)n1	0.7	-4	5	-1	1.7	1.4	-6	-7	0.2
CC(=O)c1ccc(NC(=O)C(C)OC(=O)c2ccc(NS(=O)(=O)c3ccc4[nH]c(=O)[nH]c4c3)cc2)cc1 (stereo not given)	-0.9	6	0	-3	0.7	0.6	4	4	0.1
CCOC(=O)CSC(=S)NC(=O)c1ccc(OC)cc1	-2.0	-5	-12	-6	nt	2.2	7	-13	-1.6
COc1cc(NC(=O)Cc2ccccc2)ccc1NC(=O)c1ccco1	0.3	0	-2	-2	nt	1.5	-5	8	-2.4
COc1ccccc1C(=O)NC(CCSC)C(=O)OC(C)C(=O)NC1CC1 (stereo not given)	-4.3	-1	2	-9	3.2	-0.2	-16	4	1.3
O=C(NCc1cccnc1)C(Cl)(Cl)Cl	-2.1	-6	0	1	0.2	-1.7	-14	-5	-0.8
COc1ccc(-c2cc(Cl)cc3c(=O)c4ccccc4n(C)c23)cc1F	-2.9	4	14	4	0.3	0.7	2	13	22
COC(=O)C1=C(c2ccc(C(C)=O)cc2)C[C@@H]2CC[C@H]1N2C(=O)NCCCOC(C)C	0.3	1	-3	-1	-1.3	-1.5	-4	4	-0.4
O=C(Cc1cccs1)Nc1ccccc1	-1.2	6	0	2	-2.8	-1.4	8	-38	-0.5
Clc1cc(Br)ccc1OCCCNCc1ccccc1	-5.2	-7	0	-8	nt	2.1	11	-8	0.0
COCC(=O)Nc1c(C(=O)Nc2ccc3c(c2)OCCO3)oc2ccccc12	-1.2	-4	-4	13	2.5	0.8	-10	-7	0.2
O=C(CN1C(=O)NC2(CCCCCCC2)C1=O)Nc1ccc(Cl)cc1	-0.6	-5	2	0	0.2	0.6	23	1	-0.2
CCOP(=O)(OCC)c1nc(-c2ccccc2)oc1N1CCCCC1	-2.5	7	1	16	-4.1	-1.0	-98	2	-0.9
O=C(Nc1cccc(F)c1)Nc1ccc2c(c1)CCC2	0.8	6	2	-7	-0.3	-1.5	-7	-14	-1.2
COc1cc(C(=O)Nc2ccc(C(=O)O)cc2)ccc1OC(C)=O	-1.3	0	-1	1	1.1	0.0	-9	-3	-0.6

# Screening data deposited in PubChem by several laboratories.
